Runt-CBFb FRET: inhibitors of RUNX1 Runt–CBFb binding, primary screen, biochemical, FRET, Cerulean-Runt, Venus-CBFb, uHTS | Runt-related transcription factor 1 (Homo sapiens) + Core-binding factor subunit beta … | Cerulean-Runt/Venus-CBFb FRET ratio 530/480, 1 h | inhibition, % at 20 µM | 220,000 compounds, 0.46% hits | AID 1496, 2009;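 active = inhibition over about 50% at 20 µM in the single-dose screen, limit read from the data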;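 also: 0% = DMSO wells and 100% = excess unlabeled CBFb competitor control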
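Assay system: Cerulean-Runt domain / Medium: Tris 50 mM pH 7.5, KCl, K2SO4, 0.01% BSA / Timing: protein complex preformed 1 h, compound exposure 1 h, room temperature, dark / Measured by: FRET, excitation 422 nm, emission at 530 and 480 nm / Evaluation: loss of energy transfer signal / Control set: 5 µM unlabeled CBFb as full-inhibition high control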
p47phox inh: p47phox/p22phox peptide binding inhibitors, primary screen, biochemical, uHTS, NADPH oxidase regulatory subunit; 220,000 compounds, 0.53% hits; inhibition, % at 24.7 µM; fluorescence polarization, 2 h; Neutrophil cytosol factor 1 (Homo sapiens), P14598;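 active = inhibition above about 30%, limit read from the data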;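 also: 0% = p47phox with labelled peptide and 100% = labelled peptide alone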
L929 necroptosis: inhibitors of zVAD-triggered necroptosis, primary screen, L929 cells; viability rescue, % at 10 µM; L929 zVAD necroptosis rescue, ATP luminescence, 24 h; with zVAD 60 µM; 220,000 compounds, 0.38% hits;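 active = activation, scaled between plate controls, above about 75%, limit read from the data; inactive = activation under that limit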;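 also: 0% = zVAD with DMSO and 100% = DMSO alone without zVAD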
Runt-SMMHC FRET: inhibitors of RUNX1 Runt–CBFb-SMMHC binding, primary screen, biochemical, FRET, Cerulean-Runt, Venus-CBFb-SMMHC, uHTS; Cerulean-Runt/Venus-CBFb-SMMHC FRET ratio 530/480, 1 h; AID 1434, 2008; Runt-related transcription factor 1 (Homo sapiens) + Core-binding factor subunit beta …; 220,000 compounds, 0.74% hits; inhibition, % at 20 µM;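 active = mean inhibition across duplicate retests at 20 µM reaching about 50%, limit read from the data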;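 also: 0% = DMSO wells and 100% = wells with excess untagged CBFb-SMMHC; inhibitors lower the FRET ratio by blocking Runt binding to CBFb-SMMHC; some results filed as inactive read as strong as hits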
Hck Nef HTS: inhibitors of Nef-activated human Hck kinase, primary screen, biochemical, Z-Lyte FRET, 384-well, Hck-YEEI | Recombinant Hck-YEEI plus Nef, Z-Lyte FRET kinase assay | inhibition, % at 20 µM | 220,000 compounds, 0.68% hits | AID 463187, 2010;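 active = Hck-Nef kinase inhibition above about 50%, limit read from the data; inactive = inhibition below that limit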;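 also: 0% = DMSO with Hck plus Nef and 100% = Hck alone without Nef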
TbHK1 inh: Trypanosoma brucei hexokinase 1 inhibitors, primary screen, biochemical, G6PDH-coupled NADH absorbance, MLSCN library | hexokinase 1 [Trypanosoma brucei] | recombinant TbHK1, G6PDH-coupled NADH A340 | inhibition, % at 10 µM | 220,000 compounds, 0.11% hits | AID 1430, 2008;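 active = inhibition of 50% or more in the single-dose primary screen; inactive = inhibition below 50%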
MDM2 E3 inh: MDM2-luciferase reporter signal enhancers, primary screen, MDM2 E3 ligase inhibitor project, cell-based, luminescence, 1536-well | E3 ubiquitin-protein ligase Mdm2 (Homo sapiens), Q00987 | cell-based MDM2 ubiquitination luciferase reporter, 2 h; 0 = plate control, 100 = twice control, blank-subtracted | signal enhancement, % at 5 µM | 210,000 compounds, 0.11% hits | AID 1230, 2008;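 active = signal enhancement of 30% or more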;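 also: luminescence tracks abundance of the self-degrading MDM2-luciferase fusion protein; higher signal means inhibition of MDM2 E3 ligase activity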
Target sequence (Q00987 whole entry, looked up, the tested form may be a part): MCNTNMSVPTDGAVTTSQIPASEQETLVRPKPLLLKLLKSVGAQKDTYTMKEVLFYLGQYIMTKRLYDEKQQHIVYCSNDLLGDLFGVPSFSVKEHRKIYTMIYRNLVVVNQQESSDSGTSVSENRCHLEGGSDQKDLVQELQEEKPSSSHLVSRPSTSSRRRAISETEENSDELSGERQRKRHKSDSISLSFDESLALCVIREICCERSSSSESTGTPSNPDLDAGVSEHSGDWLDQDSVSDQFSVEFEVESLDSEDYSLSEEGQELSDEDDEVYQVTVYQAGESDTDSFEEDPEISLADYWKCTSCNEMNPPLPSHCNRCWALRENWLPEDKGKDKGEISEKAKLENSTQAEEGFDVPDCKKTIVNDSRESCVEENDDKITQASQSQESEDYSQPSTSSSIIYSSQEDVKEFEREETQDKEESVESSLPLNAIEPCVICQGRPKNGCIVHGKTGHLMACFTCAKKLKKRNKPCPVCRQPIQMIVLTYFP
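System: stable MDM2–luciferase fusion reporter cells / Input: 2000 cells seeded into each well / Schedule: 4 h settle plus 2 h compound, 37 °C / Compound: single-point 5 µM / Buffer or medium: cells held in DMEM / Benchmarks: control and blank well means / Evaluation: percent signal gain over controls, blank-subtracted / Measured by: luciferase luminescence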
EBV gp42 block: Epstein-Barr virus gp42 inhibitors, primary screen, biochemical, uHTS, fluorescence polarization. 220,000 compounds, 0.42% hits. inhibition, % (tested at 21.74 µM). Glycoprotein 42 (Epstein-Barr virus (strain AG876)), Q1HVG2. Fluorescence polarization binding assay, mP read-out. AID 1085, 2008; in the data active = inhibition above about 50%
Target sequence (Q1HVG2 whole entry, looked up): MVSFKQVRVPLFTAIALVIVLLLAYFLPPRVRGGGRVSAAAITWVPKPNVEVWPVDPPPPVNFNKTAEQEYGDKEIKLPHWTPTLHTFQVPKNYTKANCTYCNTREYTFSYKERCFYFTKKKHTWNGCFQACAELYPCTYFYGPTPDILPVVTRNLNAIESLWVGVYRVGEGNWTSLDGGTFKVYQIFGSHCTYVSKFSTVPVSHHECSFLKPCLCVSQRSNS
14-3-3 Bad inh: inhibitors of 14-3-3 zeta/Bad binding, primary screen, biochemical, TR-FRET, bovine 14-3-3 zeta. 14-3-3 protein zeta/delta (Bos taurus), P63103. TR-FRET 14-3-3zeta/Dy647-pBad peptide displacement, 1 h. inhibition, % at 21.7 µM. 220,000 compounds, 0.71% hits;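 active = inhibition above about 70%, limit read from the data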;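 also: 0% = full 14-3-3 plus peptide FRET controls and 100% = background without 14-3-3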
Target sequence (P63103 whole entry, looked up): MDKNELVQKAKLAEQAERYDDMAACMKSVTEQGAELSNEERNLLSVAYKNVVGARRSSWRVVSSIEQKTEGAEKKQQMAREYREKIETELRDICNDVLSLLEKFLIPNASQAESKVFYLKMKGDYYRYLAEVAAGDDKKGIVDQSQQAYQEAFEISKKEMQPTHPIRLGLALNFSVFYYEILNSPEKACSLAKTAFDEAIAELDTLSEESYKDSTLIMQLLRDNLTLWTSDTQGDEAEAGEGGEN
* marks the source's active call; other numbers are inactive results; . = not tested or not shown; [ ] = remark or other dose. Not all compounds are listed; rates above refer to the full screens.

The opening 10 compounds (preview)
SMILES	Runt-CBFb FRET	p47phox inh	L929 necroptosis	Runt-SMMHC FRET	Hck Nef HTS	TbHK1 inh	MDM2 E3 inh	EBV gp42 block	14-3-3 Bad inh
CN1C(=O)C(=Cc2ccc(N3CCCCC3)o2)C(=O)N(C)C1=S	-9	-167	0.1	-38	-3	4	-3	-146	-10[fluorescence artefact?]
CC(C)(O)[C@H]1O[C@H]2CC[C@@]3(C)[C@@](O)(CC[C@H]4Cc5c([nH]c6ccccc56)[C@@]43C)C2=CC1=O	0	-29	2.9	-6	22	-10	-6	53*	-14
O=C(c1ccc2c(c1)OCO2)N1CCC2(CC1)OCCO2	-1	-10	-0.2	0	1	-2	-19	-7	-9
NC(=O)CSc1nnc([C@@H](N)Cc2c[nH]c3ccccc23)o1	-3	-16	-0.5	1	0	8	-19	-1	-1
O=C(C(=O)N1CCOCC1)c1cn(Cc2ccccc2)c2ccccc12	-3	-4	-0.2	-1	15	-8	6	-9	-1
CN1CCN(c2ccc([N+](=O)[O-])c(N)c2)CC1	-1	-11	1.2	-3	-1	23	-11	-3	2
Fc1ccccc1N1CCN(Cc2ccc3c(c2)OCO3)CC1	-2	2	-0.6	-2	-1	1	-12	2	77*
CCN(CC)P(=O)(c1n(CC)cc[n+]1CC)N(CC)CC	-21	-7	4.2	9	-7	-1	-5	-18	12
Cn1c(=O)n(C)c2cc([N+](=O)[O-])c(N3CCNCC3)cc21	-2	-8	1.1	0	-5	-6	-11	6	-8
CC(C(=O)c1cn(C)c2ccccc12)c1ccccc1 (stereo not drawn)	1	-15	-0.2	1	4	-9	-14	0	-10[fluorescence artefact?]

This part in full, previewed entries included:
SMILES	Runt-CBFb FRET	p47phox inh	L929 necroptosis	Runt-SMMHC FRET	Hck Nef HTS	TbHK1 inh	MDM2 E3 inh	EBV gp42 block	14-3-3 Bad inh
CN1C(=O)C(=Cc2ccc(N3CCCCC3)o2)C(=O)N(C)C1=S	-9	-167	0.1	-38	-3	4	-3	-146	-10[fluorescence artefact?]
CC(C)(O)[C@H]1O[C@H]2CC[C@@]3(C)[C@@](O)(CC[C@H]4Cc5c([nH]c6ccccc56)[C@@]43C)C2=CC1=O	0	-29	2.9	-6	22	-10	-6	53*	-14
O=C(c1ccc2c(c1)OCO2)N1CCC2(CC1)OCCO2	-1	-10	-0.2	0	1	-2	-19	-7	-9
NC(=O)CSc1nnc([C@@H](N)Cc2c[nH]c3ccccc23)o1	-3	-16	-0.5	1	0	8	-19	-1	-1
O=C(C(=O)N1CCOCC1)c1cn(Cc2ccccc2)c2ccccc12	-3	-4	-0.2	-1	15	-8	6	-9	-1
CN1CCN(c2ccc([N+](=O)[O-])c(N)c2)CC1	-1	-11	1.2	-3	-1	23	-11	-3	2
Fc1ccccc1N1CCN(Cc2ccc3c(c2)OCO3)CC1	-2	2	-0.6	-2	-1	1	-12	2	77*
CCN(CC)P(=O)(c1n(CC)cc[n+]1CC)N(CC)CC	-21	-7	4.2	9	-7	-1	-5	-18	12
Cn1c(=O)n(C)c2cc([N+](=O)[O-])c(N3CCNCC3)cc21	-2	-8	1.1	0	-5	-6	-11	6	-8
CC(C(=O)c1cn(C)c2ccccc12)c1ccccc1 (stereo not drawn)	1	-15	-0.2	1	4	-9	-14	0	-10[fluorescence artefact?]
COCCNC(=O)c1ccc(N2CC3CC(C2)c2cccc(=O)n2C3)c([N+](=O)[O-])c1 (stereo not drawn)	3	6	0.8	1	23	-3	-5	-8	-7
COc1ccc2c(c1)c(C(=O)CN1CCC3(CC1)OCCO3)c(C)n2Cc1ccccc1	-2	-4	-0.3	3	-1	-12	6	-13	-6
Cc1ccsc1C(=O)C1CCCN(Cc2ccn[nH]2)C1 (stereo not drawn)	1	-2	0.1	-6	7	-9	-5	-3	68
CCC(C)C1N=C(c2ccccc2)c2cc(Cl)ccc2N(CC(=O)NCc2ccco2)C1=O (stereo not drawn)	-2	-7	0.7	5	1	0	-13	-4	3
O=C(CNC(=O)OCc1ccccc1)Nc1ccc(Br)cc1C(=O)c1ccccc1	-4	-8	0.1	4	2	3	-4	7	-7
CCOC(=O)N1CCN(C(C)C(=O)c2c[nH]c3ccccc23)CC1 (stereo not drawn)	1	-8	-0.2	2	2	0	-3	-14	1
Cc1cc(NC(=O)COC(=O)c2c(C)nn(Cc3ccccc3Cl)c2C)no1	1	-17	-0.2	3	2	-6	-9	-16	1
COc1cc2c(cc1OC)C(C(=O)N1CCC3(CC1)OCCO3)C(c1ccccc1F)N(C)C2=O (stereo not drawn)	-1	-1	-0.2	3	0	-1	-7	8	3
O=c1[nH]c(=O)n(Cc2ccco2)c(O)c1C=NC1CCN(Cc2ccccc2)CC1	1	-3	-0.4	-2	20	2	-6	-7	-2
C/C(=N\Nc1ccccc1)c1c(O)[nH]c(=O)[nH]c1=O	2	1	0.2	-6	4	-14	-1	-15	1
CC1(C)C(c2ccccc2)=NC(c2cccnc2)=[N+]1[O-]	2	-5	5.2	-6	4	-14	-16	-12	-6
CN1C(=O)N(C)C(=O)C2(Cc3cc([N+](=O)[O-])ccc3N(C)C2)C1=O	-3	-2	2.8	-4	17	-8	28	-10	-15
O=c1cccc2n1CC1CC2CN(C(c2ccccc2)c2sc3ncnn3c2O)C1 (stereo not drawn)	0	9	0.7	-4	2	-3	-12	-6	4
C/C(=N\NC(=S)Nc1ccccc1)c1c(O)n(C)c(=O)n(C)c1=O	-6	-15	1.3	-6	9	-12	-33	3	9
CC(C)CCNC(=O)c1c(N)n(Cc2ccc3c(c2)OCO3)c2nc3ccccc3nc12	6	-18	0.7	34	-1	-22	-13	19	-12
CCc1nnc(NC(=O)CCc2nc(C3=CCN(C)CC3)no2)s1	-1	.	-0.3	2	-3	6	.	.	.
CCOP(=O)(OCC)c1cccc(O)c1	-1	-3	-0.5	-8	6	4	-17	15	-4
CCS(=O)(=O)NCc1nnc2n1-c1ccc(Cl)cc1C(c1ccccc1)=NC2	-3	6	0.0	3	-1	28	0	8	-8
O=C(Nc1ccc(Cl)cc1C(=O)c1ccccc1)c1ccc(Br)o1	-4	-6	-0.2	-14	0	5	-16	-11	-7
CCn1cc(/C=c2/sc3n(c2=O)C2c4ccccc4OC(C)(N=3)C2C(=O)OC)c(C)n1 (stereo not drawn)	-12	-5	-1.2	-3	24	-37	9	-22	-6
O=C1N(c2nncs2)CCN1[N+](=O)[O-]	-1	-41	0.5	-2	6	-7	-21	-16	-4
Cc1cc(C)c(-n2c(O)c(/C=N/N3CCCCC3c3cccnc3)c(=O)[nH]c2=O)c(C)c1 (stereo not drawn)	-1	-17	-1.0	4	1	-9	-5	-75	-2
CC(=O)C1C2c3ccccc3OC1(C)N=c1s/c(=C/c3cn(C)nc3C)c(=O)n12 (stereo not drawn)	-5	-10	0.9	0	-1	-52	.	-3	-1[fluorescence artefact?]
CN(C)P(=O)(CCl)Nc1ccccc1 (stereo not drawn)	3	-4	0.8	-1	38	-3	-3	-1	-3[fluorescence artefact?]
Cc1nc2ccc(Cl)cn2c1P(=S)(N1CCOCC1)N1CCOCC1	-1	-4	-0.9	2	1	-6	-3	-7	8[fluorescence artefact?]
CCCC(C)C1(CC)C(=O)NC(=O)N=C1N (stereo not drawn)	1	-14	1.3	1	-2	-2	.	-21	-6[fluorescence artefact?]
COc1ccc(CCn2c(O)c(C=Nc3ccc(F)cc3)c(=O)[nH]c2=O)cc1OC	-4	-7	-0.3	1	32	-45	-6	-18	-10
C/C(=N\N1CCCCC1)c1c(O)[nH]c(=O)[nH]c1=O	0	5	-0.6	1	0	-7	-2	-17	-8
COc1ccc(CCNC(=O)COC(=O)Cc2ccccc2)cc1	-2	-8	1.1	0	-1	5	-15	-5	-5
CCOc1ccc(-c2cc(C)[n+](CCN3CCOCC3)c(-c3ccc(OCC)cc3)c2)cc1	0	-11	0.3	2	-1	-106	5	-16	-1
Cc1ccccc1-n1c(C)cc(/C=C2/C(=O)NC(=O)N(Cc3ccco3)C2=O)c1C	40	-140	-0.1	-95	2	2	-20	-15	-2
CC12CN3CC(C)(CN(C1)C31CCOCC1)C2=O	2	-6	.	-5	-4	-5	1	-4	-6
CCn1cc(C(=O)c2ccccc2)c2ccccc21	-1	-12	1.6	1	-1	-16	3	4	10
CCn1c(P(C)(=O)O)nc2cc(NC(=O)c3ccccc3F)ccc21	1	-5	0.5	-2	23	2	-7	-14	-3
CN(C)C(=O)Oc1ccc(Br)cc1C(=O)Nc1ccc(F)c(Cl)c1	-1	-9	0.2	-1	2	-8	-14	-2	-6
COc1cc(/C=C2\C(=O)NC(=O)N(c3ccc(C)cc3)C2=O)cc(OC)c1O	4	-10	0.2	-10	-3	-40	0	-19	-9
CCOc1ccccc1-n1c(O)c(C=Nc2c(C)n(C)n(-c3ccccc3)c2=O)c(=O)[nH]c1=O	-1	-10	0.7	-2	0	-39	-12	-17	-15[fluorescence artefact?]
O=c1[nH]c(O)c(N=Nc2cc(C(F)(F)F)ccc2Cl)c(=O)[nH]1	-2	-9	-0.1	-2	16	-24	-22	-9	46
CCc1c(C(=O)NN2C(=O)C3C4CCC(O4)C3C2=O)csc1C (stereo not drawn)	-2	-5	0.5	0	7	2	-7	-14	-8
CC(C)n1c(O)c(C2c3cc(Cl)ccc3Oc3[nH]c(=O)n(C(C)C)c(=O)c32)c(=O)[nH]c1=O (stereo not drawn)	60*	-7	61	75*	13	6	11	-14	-10
O=S(=O)(c1ccc(F)cc1)N1CCCC1c1cccnc1 (stereo not drawn)	1	-7	0.2	0	8	-5	-3	-1	-18
CCN(CC)S(=O)(=O)c1cccc(N=Nc2c(O)n(CC)c(=S)n(CC)c2=O)c1	2	-5	0.1	16	-3	-11	-32	2	2
